Screening data from PubChem BioAssay.
FBW7 act: FBW7 E3 ligase activators, primary screen, biochemical, AlphaScreen, human. F-box/WD repeat-containing protein 7 (Homo sapiens), Q969H0. AlphaScreen FBW7–phospho-cyclin E peptide binding, activator screen. normalized activity (activation), % at 26.1 µM. actives 0.13% (n = 650,000); in the data active = normalized activity above about 1.9%;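 also: purified mutant Fbw7 with reduced substrate affinity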
GPR151 activ: activators of human GPR151, primary screen, cell-based, PathHunter beta-arrestin, luminescence; PathHunter beta-arrestin GPR151 cells; activation, % at 11.2 µM; actives 1% (n = 650,000); AID 1508602, 2020; in the data active = activation above about 4.9%;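 also: 0% = median of compound wells and 100% = cells with positive control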
Target sequence (Q8TDV0 whole entry, looked up): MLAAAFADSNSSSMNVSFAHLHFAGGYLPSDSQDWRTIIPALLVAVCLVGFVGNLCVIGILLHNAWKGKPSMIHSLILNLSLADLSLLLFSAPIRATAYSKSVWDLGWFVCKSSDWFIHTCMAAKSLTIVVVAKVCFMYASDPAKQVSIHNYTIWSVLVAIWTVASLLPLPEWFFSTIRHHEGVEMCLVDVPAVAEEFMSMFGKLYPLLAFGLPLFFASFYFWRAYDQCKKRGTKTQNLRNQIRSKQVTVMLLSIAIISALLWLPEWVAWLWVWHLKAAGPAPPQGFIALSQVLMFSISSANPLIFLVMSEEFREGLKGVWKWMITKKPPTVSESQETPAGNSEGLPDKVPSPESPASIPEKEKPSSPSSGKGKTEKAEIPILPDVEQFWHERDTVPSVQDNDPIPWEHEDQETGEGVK
TEAD-YAP inh: TEAD-YAP interaction inhibition, primary screen, TEAD-YAP interaction inhibitor project, luminescence, HEK-TIYL cells; actives 1.4% (n = 640,000); TEAD-Gal4/YAP UAS-luciferase luminescence; inhibition, % at 9.12 µM; in the data active = inhibition above about 32%;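 also: 0% = median of test compound wells and 100% = reference inhibitor wells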
MITF primary: MITF inhibitors, primary screen, biochemical, AlphaScreen, human. AlphaScreen MITF homodimerization, bead proximity signal. inhibition, % at 2.6 µM. actives 0.91% (n = 650,000). AID 1259374, 2018; in the data active = inhibition above about 50%;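 also: 0% = vehicle wells with protein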
Target sequence (O75030 whole entry, looked up): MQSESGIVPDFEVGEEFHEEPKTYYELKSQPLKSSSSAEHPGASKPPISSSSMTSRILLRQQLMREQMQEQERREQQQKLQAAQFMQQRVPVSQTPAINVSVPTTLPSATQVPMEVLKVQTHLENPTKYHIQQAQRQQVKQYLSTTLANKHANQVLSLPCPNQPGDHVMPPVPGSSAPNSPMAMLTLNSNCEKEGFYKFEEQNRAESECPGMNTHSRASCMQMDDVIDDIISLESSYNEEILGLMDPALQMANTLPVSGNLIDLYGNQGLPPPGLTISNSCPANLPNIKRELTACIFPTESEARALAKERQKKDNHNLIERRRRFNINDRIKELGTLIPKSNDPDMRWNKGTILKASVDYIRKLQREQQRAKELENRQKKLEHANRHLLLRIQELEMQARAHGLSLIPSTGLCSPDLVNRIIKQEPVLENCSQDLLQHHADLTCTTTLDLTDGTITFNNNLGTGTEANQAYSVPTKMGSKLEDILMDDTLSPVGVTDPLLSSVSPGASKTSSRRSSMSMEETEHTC
* hit, by the source's call. Random draw from the library; about 3.4% have a hit in one of these screens.

Each structure is followed by: FBW7 act	GPR151 activ	TEAD-YAP inh	MITF primary
CCCN1CCCc2cc(CCNS(=O)(=O)Cc3ccc(F)cc3)ccc21
    0.0	-0.5	15	16
Cc1nc2ccccc2c(=O)n1NC(=O)Cc1ccc([N+](=O)[O-])cc1
    -0.1	-1.2	-2	-5
O=C(NCC1CCN(Cc2ccccc2)CC1)c1ccc(F)c(F)c1
    0.1	0.7	-2	8
c1csc(CNc2ccnc3c(-c4cccs4)cnn23)c1
    -0.5	3.2	-60	-17
NS(=O)(=O)c1ccc(N/N=C/C(Br)=C/c2ccccc2)c([N+](=O)[O-])c1
    0.0	-0.3	0	4
CC(=O)c1cccc(-c2nc(Nc3ccc(N4CCOCC4)cc3)c3ncn(C4CCCCC4)c3n2)c1
    -0.3	-1.1	3	18
CCOc1ccccc1C1CC(=O)NC2=C1C(=O)CC(c1ccc(F)cc1)C2 (centres undefined)
    0.2	0.3	-16	-3
CC(C)(C)C1CCC2(CC1)C(C#N)=C(SCC(=O)Nc1ccccc1)NC(=O)C2C#N (centres undefined)
    0.4	-2.0	2	9
CN(C)S(=O)(=O)c1ccc2c(c1)nc(CCC(=O)NNC(=O)c1ccco1)n2C
    0.3	1.3	3	12
COc1cc([N+](=O)[O-])ccc1NC(=O)/C(=C\c1ccc2c(c1)OCO2)NC(=O)c1ccccc1Br
    -0.1	0.9	-3	-3
CCOc1ccc(NC(=O)NC(=O)N(C)S(=O)(=O)c2ccc(C)cc2)cc1
    -0.1	-0.5	1	5
CCNc1ccc(S(=O)(=O)N2CCOCC2)cc1N
    0.3	-0.7	2	0
COc1ccc(-c2cccc3ccc(N4CCN(c5ncccn5)CC4)nc23)c(OC)c1
    -0.2	-2.4	20	-4
CCCCNC(=O)c1cn(C)c(=O)c2c1c1ccccc1n2C
    0.0	-1.5	6	17
COc1ccc(C2C(C(=O)Nc3ccccc3)=C(C)Nc3nnnn32)cc1 (centres undefined)
    -0.1	-0.1	1	-9

Later entries:
Each structure is followed by: FBW7 act	GPR151 activ	TEAD-YAP inh	MITF primary
C=CCn1c(SCC(=O)Nc2ccccc2C(F)(F)F)nnc1-c1ccco1
    -0.1	-0.9	11	9
Nc1nc(C23CC4CC(CC(Cl)(C4)C2)C3)cs1
    -0.2	-0.4	-11	-9
O=C(O)c1cccc(-c2cnc3ccc(NC4CCOCC4)nn23)c1
    0.2	-0.4	-9	-7
COc1ccccc1CNS(=O)(=O)c1cc(C(=O)O)c(Cl)cc1Cl
    -0.1	-1.0	-3	1
CCC(Cc1cc(OC)c(C)cc1OC)NC(=S)NC(=O)c1ccccc1 (centres undefined)
    -0.3	0.8	-14	2
Cc1ccc(CS(=O)(=O)c2ccccc2)cc1
    0.0	0.6	-16	1
O=C(Nc1ccc(NC(=O)c2cccs2)cc1)c1ccc(F)cc1
    0.2	-2.2	4	21
CCCN(CCC)C(=O)CSc1nc2nc(C)c(Cc3ccccc3C)c(C)n2n1
    0.0	5.0*	13	9
Cc1ccc(NC(=O)C2CCN(S(=O)(=O)c3ccc4c(c3)oc(=O)n4C)CC2)cc1
    -0.2	-0.6	-7	1
COc1ccc(C2CC(=O)C3=C(C2)NC(C)=C(C(=O)OC(C)C)C3c2cccc([N+](=O)[O-])c2)cc1OC (centres undefined)
    0.0	-0.7	39*	-10
CC(=O)c1cccc(NC(=O)CCl)c1
    -0.1	1.1	99*	-4
Cc1cc(NCCc2ccccn2)nc(-c2cccc(OC(F)(F)F)c2)n1
    0.2	-1.1	-28	11
O=C(NCc1ccco1)c1ccc(Cn2c(=S)[nH]c3ccc(Br)cc3c2=O)cc1
    -0.1	0.5	1	-1
CCOc1ccccc1OCCN1CCCCCC1
    0.0	-0.6	12	49
CCOC(=O)CCCCC(=O)c1[nH]c(=O)[nH]c1Cn1ccnc1
    0.1	0.8	-14	36

More results follow:
Each structure is followed by: FBW7 act	GPR151 activ	TEAD-YAP inh	MITF primary
CCOC(=O)c1c(C[N+]2(C)CCOCC2)n(C)c2cc(Br)c(O)cc12
    -0.1	-0.3	1	14
N#C/C(=C\c1cccs1)C(=O)Nc1nc2c(s1)CCN(Cc1ccccc1)C2
    0.3	0.4	-3	10
O=C(NCc1ccc(F)cc1)c1ccc(N2CCN(c3ccccn3)CC2)c([N+](=O)[O-])c1
    -0.1	1.3	7	10
CNC(=O)Nc1ccc2nc(-c3ccco3)c(-c3ccco3)nc2c1
    -0.6	-0.4	16	110*
Cn1cc(SCC(=O)Nc2cccc3ccccc23)c2ccccc21
    0.0	-1.3	-5	2
O=[N+]([O-])c1cccc(Nc2ccccc2)c1
    0.0	0.5	-6	-9
CC(O)CNC(=O)C(=O)NCC(c1ccco1)N1CCOCC1 (centres undefined)
    1.1	-1.0	11	15
COc1ccc(/C=C/c2[nH]c(=O)[nH]c(=O)c2[N+](=O)[O-])cc1Br
    0.0	2.2	-11	-23
O=C(CC1C(=O)NCCN1CC1CCCCC1)NCCc1ccc(F)cc1 (centres undefined)
    0.6	-1.4	4	1
COc1cccc(OCC(O)CN2CCN(CCN3C(=O)c4cccc5cccc(c45)C3=O)CC2)c1 (centres undefined)
    0.0	1.4	6	-12
Cc1nc2ccccc2n1CCCOc1ccccc1
    1.5	-0.1	23	20
COc1ccc(-c2nnc(NC(=O)c3ccccc3C)s2)c(OC)c1
    0.0	5.8*	1	7
Nc1cccc(-c2nc(NCc3cccnc3)c3[nH]cnc3n2)c1
    0.2	3.1	-11	22
Cc1cccc(OCC(=O)Nc2ccccc2N2CCOCC2)c1C
    -0.1	0.5	-4	5
N#CCC(=O)N/N=C/c1ccccc1OC(F)F
    -0.1	0.4	2	-3

6 of the compounds above, comma-delimited:
smiles,FBW7 act,GPR151 activ,TEAD-YAP inh,MITF primary
COc1ccc(/C=C/c2[nH]c(=O)[nH]c(=O)c2[N+](=O)[O-])cc1Br,0.0,2.2,-11,-23
O=C(CC1C(=O)NCCN1CC1CCCCC1)NCCc1ccc(F)cc1 (centres undefined),0.6,-1.4,4,1
COc1cccc(OCC(O)CN2CCN(CCN3C(=O)c4cccc5cccc(c45)C3=O)CC2)c1 (centres undefined),0.0,1.4,6,-12
Cc1nc2ccccc2n1CCCOc1ccccc1,1.5,-0.1,23,20
COc1ccc(-c2nnc(NC(=O)c3ccccc3C)s2)c(OC)c1,0.0,5.8*,1,7
Nc1cccc(-c2nc(NCc3cccnc3)c3[nH]cnc3n2)c1,0.2,3.1,-11,22

More results.
Each structure is followed by: FBW7 act	GPR151 activ	TEAD-YAP inh	MITF primary
Oc1ccc(C=Nc2cccc(C(F)(F)F)c2)c(O)c1
    0.0	0.6	2	6
COC(=O)c1ccc(C(=O)OC)c(NC(=O)C(C)(C)C)c1
    -0.2	-0.8	-8	6
Cc1ccc2[nH]cc(S(=O)(=O)c3ccc(F)cc3)c(=O)c2c1
    -0.2	-0.4	15	4
Cc1cc(NC(=O)/C=C/c2ccc(Br)cc2)no1
    0.1	4.7	-21	4
COc1cccc(CN(C)C(=O)c2ccc(OC3CCN(Cc4ccccn4)CC3)cc2)c1
    0.0	-0.9	8	12
CC(=O)c1c(C)[nH]c(C(=O)OCC(=O)Nc2ccc(C)c(Cl)c2)c1C
    -0.1	1.6	9	4
COC(=O)c1sc(-c2ccccc2)cc1NC(=O)c1ccc(S(=O)(=O)N2CCc3ccccc3C2)cc1
    -0.1	0.3	-9	-2
CCCS(=O)(=O)NCc1c(C)ncc2c1CCN(C(=O)CCc1cccc(OC)c1)C2
    0.0	-0.4	9	6
COc1ccc(N2CCN(C(=O)c3cccc(N4C(=O)C5C6C=CC(C6)C5C4=O)c3)CC2)cc1 (centres undefined)
    -0.1	0.6	0	1
COc1cc(/C=C2/C(=O)N(c3ccccc3)N=C2C)ccc1OCCOc1ccc(C)cc1
    0.0	-0.8	2	10
CCOC(=O)c1cc2oc(C)cc2n1CC(=O)NC1CCC(C)CC1 (centres undefined)
    -0.1	-0.5	9	3
COc1ccc(S(=O)(=O)N(C)c2ccccc2C(=O)O)cc1[N+](=O)[O-]
    -0.1	-2.0	2	7
Cc1ccccc1C(=O)Nc1c2c(nn1-c1ccc(Cl)cc1)CS(=O)(=O)C2
    -0.1	-1.2	-1	5
CCNC(=S)N1CCC(NC(=O)c2ccc(C)cc2)CC1
    -0.2	0.6	-10	12
CCn1cc(C(=O)OCC(=O)c2cc(C)n(Cc3ccco3)c2C)c(=O)c2ccc(C)nc21
    0.0	-1.3	-3	11

Additional entries follow:
Each structure is followed by: FBW7 act	GPR151 activ	TEAD-YAP inh	MITF primary
COc1ccc(OC)c(Nc2nc(-c3cc4cc(OC)ccc4oc3=O)cs2)c1
    0.1	-0.8	3	3
Cc1nn(C)cc1CN1CCC(CO)(CCOc2ccccc2)CC1
    0.1	11*	5	4
COc1ccc(CC(=O)Nc2sc(C(=O)Nc3ccccc3OC)c(C)c2C#N)cc1
    1.5	-0.9	-1	7
Cc1ccc(NC(=O)COC(=O)c2cc(=O)c3ccccc3o2)cc1F
    0.0	-0.9	6	2
CCN1C(=O)C(O)(CC(=O)c2ccc(Cl)cc2)c2cc(Br)ccc21 (centres undefined)
    0.7	-0.9	7	12
O=C(Nc1ccccc1C(F)(F)F)NC1(C(=O)NCc2ccncc2)CCCCC1
    0.1	-2.1	4	-12
O=C(Nc1ccc(N2CCN(Cc3ccccc3Cl)CC2)cc1)c1cccnc1
    0.1	2.3	0	4
COC(=O)C(C)Oc1cc2oc(=O)cc(C)c2cc1Cl (centres undefined)
    0.0	0.1	-3	3
CCOCC(=O)NCCNC(=O)C(NC(=O)C1CCC(C)CC1)C(C)C (centres undefined)
    -0.1	-0.2	10	-5
CCCC(c1nnnn1CCOC)N1CCN(c2cc(Cl)ccc2C)CC1 (centres undefined)
    -0.1	-0.3	-1	5
CN(C)N1C(=O)CC(N2CCCCC2)C1=O (centres undefined)
    0.2	0.3	14	8
CCOc1c(Br)cc(C2C(C(=O)OC)=CN(Cc3ccc(F)cc3)C=C2C(=O)OC)cc1OC
    -0.1	-0.1	-5	-7
O=C(c1ccc(N2CCC(NCc3ccco3)CC2)cc1)N1CCOCC1
    -0.2	-0.7	5	19
COc1ccc(Nc2cc(N3CCCCC3)c3nonc3c2[N+](=O)[O-])cc1
    -0.1	0.4	-5	-4
O=C(Nc1ccc(O)cc1C(=O)O)c1ccc(Oc2ccc([N+](=O)[O-])cc2)cc1
    -0.1	0.2	-5	16

Continued.
Each structure is followed by: FBW7 act	GPR151 activ	TEAD-YAP inh	MITF primary
CN(C)CC(C)(C)CNS(=O)(=O)c1ccc2ccccc2c1
    -0.1	-1.0	5	2
O=C(COCC(=O)N/N=C/c1ccccc1F)N/N=C/c1ccccc1F
    0.2	-0.6	1	-22
CCOC(=O)C1(Cc2ccc(Cl)cc2)CCN(C(=O)C2CCN(C(C)=O)CC2)CC1
    0.0	-0.6	-15	7
N#Cc1ccc(N2C(=O)C3C4c5ccccc5C(c5ccccc54)C3C2=O)cc1 (centres undefined)
    0.0	-1.9	-4	0
Cc1c(NC(=O)Cc2cccs2)c(=O)n(-c2ccccc2)n1C
    -0.1	0.7	-1	-2
CCn1c(=O)c2cc(C(=O)NCc3ccco3)sc2c2ccccc21
    -0.1	-0.1	-3	-6
CCOC(=O)C1=C(C)NC(C)=C(C(=O)OCC)C1/C=C/c1ccccc1
    0.3	0.3	-5	-1
O=C1CC(n2nnn(-c3ccc(F)cc3F)c2=S)C2COC1O2 (centres undefined)
    0.0	-0.5	6	7
Cc1cc(N)n(-c2nc3ccccc3s2)n1
    0.2	-6.0	-42	12
O=C(c1cc(-c2ccccc2)c(-c2ccccc2)s1)C(c1ccccc1)c1ccccc1
    -0.3	0.0	-8	-12
CC(=O)Nc1c2ccc([N+](=O)[O-])cc2n2c(C)nc3ccc(Cl)cc3c12
    1.0	-2.3	-2	-3
COc1ccc(CCNc2ncnc3c2nc(-c2cccc(C(C)=O)c2)n3C(C)C)cc1
    0.1	0.9	4	13
CC(C)(C)NC(=O)c1cc2c(n(-c3ccc(Cl)cc3)c1=O)CCCC2=O
    0.1	0.8	3	2
CC(NC(=O)C(=O)Nc1ccccc1Cl)c1ccccc1 (centres undefined)
    -0.1	0.4	-26	-8
CC(=O)CCc1ccc2oc(C(=O)O)c(C)c2c1
    0.7	-1.8	5	4

Carrying on:
Each structure is followed by: FBW7 act	GPR151 activ	TEAD-YAP inh	MITF primary
C=CCNc1cc(-c2cccnc2)nc(-c2ccccc2)n1
    0.1	1.2	19	7
CC(=O)c1ccc(NC(=O)c2ccccc2C(=O)O)cc1
    0.8	-1.5	0	9
CCCc1nnc(SCC(=O)NC(C)(C)C)n1C
    -0.1	0.1	-5	-9
CC1(C2CCN(C(=O)c3ccccn3)CC2)NC(=O)N(Cc2ccc(F)cc2)C1=O (centres undefined)
    0.0	-0.5	-11	7
N#Cc1ccccc1C(C(N)=O)(c1ccccc1)c1ccccc1C#N
    0.3	-2.0	-3	13
O=C(Cc1ccccc1)NC(CCC(=O)OCc1ccccc1)C(=O)NCCCO (centres undefined)
    0.0	-0.8	-2	11
O=C(O)CCC(=O)N(C1CC1)C1CCN(CCc2ccccc2)CC1
    0.1	-0.3	0	6
CCOC(=O)N1CCN(C(=O)c2ccc3c(=O)n(-c4cc(C(F)(F)F)ccc4Cl)c(=S)[nH]c3c2)CC1
    0.0	2.1	-15	-4
COc1ccc(-c2nn(CCC#N)cc2/C=N/O)cc1
    0.1	-1.8	-15	7

Single records (already shown). Order of values: FBW7 act, GPR151 activ, TEAD-YAP inh, MITF primary
CC(=O)c1ccc(NC(=O)c2ccccc2C(=O)O)cc1 in the list: 0.8, -1.5, 0, 9
O=C(Cc1ccccc1)NC(CCC(=O)OCc1ccccc1)C(=O)NCCCO (centres undefined) in the list: 0.0, -0.8, -2, 11
